# K1F lysis inhibition – protection from phage-mediated lysis, alamar blue read-out – E. coli UTI89, K1F phage, bacterial capsule biogenesis inhibitors (AID 488966); E. coli UTI89 K1F phage lysis, alamar blue, 2 h; higher % means a stronger effect; inhibition, % at 100 µM, or IC50 in µM where a hit was titrated; actives 0.02% (n = 340,000);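 active means phage lysis inhibition, versus mean bacterial control, above a set limit; inconclusive means no clear call, values can overlap the other calls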;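 further: capsule biogenesis inhibitors block K1F phage lysis so surviving cells raise fluorescence; higher fluorescence means more inhibition of phage lysis; actives were called in the ten point dose series up to 300 µM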
# T cell HTS – modulates CD8 T cell binding to vesicles | 2C CD8+ T cell-vesicle binding, flow cytometry; active compounds read low | calls only at 7 µM | actives 0.068% (n = 330,000) | AID 2052;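 active means response, share of CD8 T cells binding vesicles, and their 90th percentile fluorescence all below set limits, cut at about 80% in these data, passing the limit was not always enough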
#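 Material: 2C TCR transgenic mouse naive CD8+ T cells, MACS-purified. Also added: QL9-charged Drosophila Ld/ICAM-1/B7-1 vesicles. Timing: binding 1.5 h at 37 °C. Measured by: high-throughput flow cytometry with anti-B7-1 and anti-CD8 staining. Read-out: percent CD8+ FL2 mean versus row control. Controls: Unloaded micro-vesicles (low), QL9 vesicles with 0.7% DMSO (high).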
# Myeloid diff MLP – myeloid differentiation induction | ER-HoxA9 myeloid progenitors, lysozyme-GFP differentiation, flow cytometry | calls only at 10 µM | actives 1% (n = 360,000) | AID 624256;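 active means normalized GFP-positive differentiation at or above the plate's own cutoff, the solvent-only control mean plus 3 SD; inconclusive means no clear call, values can overlap the other calls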;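 further: cells exposed to compound for four days before flow analysis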
# RSV antiviral HEp-2 – inhibition of RSV-induced cytopathic effect – HEp-2 cells, primary 10 µM value included (AID 2391); HEp-2 cells, RSV-induced CPE inhibition; higher % means a stronger effect; CPE inhibition, % at 10 µM; hits with a dose series show IC50 in µM; actives 0.13% (n = 310,000); in the data active means a potency from the dose series; inconclusive means CPE inhibition mostly from about 23% at the one dose, without a potency; inactive means the rest, 99 in 100 with CPE inhibition below about 21%; further: strong numbers were not always called active
# TNAP activators – stimulation of alkaline phosphatase TNAP activity – biochemical, luminescent, no phosphate acceptor, uHTS, primary screen (AID 1001); one-dose activation fold at 20 µM; EC50 in µM for titrated hits; actives 0.03% (n = 200,000); purified TNAP, luminescent activation assay, no phosphate acceptor; higher activation fold means a stronger effect; in the data active means activation fold from about 3, or a potency from the dose series; inactive means the rest, 99 in 100 with activation fold below about 1.6; further: many of its hits are not listed in these tables
# PhoP inhibition – PhoP-dependent GFP reporter repression – Salmonella Typhimurium, primary screen (AID 1863) | actives 0.16% (n = 300,000) | S. Typhimurium PhoP-regulated promoter GFP reporter, 4 h; higher % means a stronger effect | inhibition, % at 50 µM; hits with a dose series show IC50 in µM;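 active means inhibition over 29.93%, a cutoff 3 SD above the screen mean, later confirmed by dose response; inconclusive means inhibition over 29.93% but no dose response follow-up; inactive means inhibition at most 29.93% or unconfirmed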;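 further: 0% = low Mg2+ inducing control and 100% = high Mg2+ repressing control; strong numbers were not always called active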
# Rac1 GTP hydrolysis – MgcRacGAP GTPase-activating activity inhibitors, confirmation, biochemical, ADP Hunter fluorescence; inhibition, % at 30 µM; hits with a dose series show IC50 in µM; MgcRacGAP-stimulated Rac1 GTP hydrolysis, ADP Hunter fluorescence; higher % means a stronger effect; GST-tagged Rac1 F28L mutant substrate; actives 0.6% (n = 340,000);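 active means first-screen hits whose inhibition reached a set limit at any dose in the follow-up dose series; inconclusive means inhibition above the set first-screen limit but never retested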;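 further: fluorescence reports GDP produced by GAP-driven GTP hydrolysis; strong numbers were not always called active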
# NTR1 ag – NTR1-driven beta-arrestin-GFP spot formation – imaging, U2OS cells, high content, primary screen (AID 493036); P30989; agonist mode; activation, % at 20 µM; actives 0.17% (n = 330,000);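 active means activation at or above 40% of the spot to cytoplasm intensity ratio, with at least 20 cells analyzed; inconclusive means wells under 20 cells, flagged as cytotoxic or low count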;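 further: 0% = DMSO without peptide and 100% = 100 nM NTR1 peptide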
# Target sequence (P30989 whole entry, looked up): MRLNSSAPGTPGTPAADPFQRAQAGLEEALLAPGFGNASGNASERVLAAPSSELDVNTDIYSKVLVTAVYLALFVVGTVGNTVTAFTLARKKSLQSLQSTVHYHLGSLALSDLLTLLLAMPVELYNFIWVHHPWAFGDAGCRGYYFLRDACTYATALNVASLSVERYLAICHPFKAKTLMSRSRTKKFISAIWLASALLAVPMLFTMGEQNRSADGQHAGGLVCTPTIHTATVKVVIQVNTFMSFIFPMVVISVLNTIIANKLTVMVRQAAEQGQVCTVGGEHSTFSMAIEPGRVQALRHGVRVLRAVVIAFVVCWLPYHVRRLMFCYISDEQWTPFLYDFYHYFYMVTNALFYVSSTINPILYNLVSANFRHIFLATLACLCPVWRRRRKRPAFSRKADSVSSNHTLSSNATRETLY
# Large T inhibition – SV40 large T antigen inhibitors, biochemical (AID 1903); SV40 large T antigen ATPase/helicase inhibition assay; higher % means a stronger effect; inhibition, % at 20 µM; hits with a dose series show IC50 in µM; actives 0.39% (n = 310,000); in the data active means a potency from the dose series; inconclusive means inhibition mostly from about 32% at the one dose, without a potency; inactive means the rest, 99 in 100 with inhibition below about 32%; further: strong numbers were not always called active
# T cell HTS vesicle-bound % – further read-out of T cell HTS, marked with its call; double positive events, %; measured here: CD8+ vesicle-bound cell fraction;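 binding gate set so that unloaded-vesicle control wells show 10% double positive cells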
# NTR1 ag cell count 20 µM – also measured in NTR1 ag; calls as there; cell count; measured here: cell count, cytotoxicity flag
# Myeloid diff MLP GFP+ MAC1+ % – also measured in Myeloid diff MLP; calls as there; GFP+ MAC1+ double positive, %; measured here: differentiation confirmed by MAC1 staining
# The depositor's hits bear a star; i = inactive; ? = inconclusive; nt = not tested or not shown; [ ] = dose if it differs, or a comment.
SMILES,K1F lysis inhibition,T cell HTS,T cell HTS vesicle-bound %,Myeloid diff MLP,Myeloid diff MLP GFP+ MAC1+ %,RSV antiviral HEp-2,TNAP activators,PhoP inhibition,Rac1 GTP hydrolysis,NTR1 ag,NTR1 ag cell count 20 µM,Large T inhibition
CC(=O)Nc1cccc(C(=O)/C=C/c2ccc(Br)cc2)c1,-1.4%[50 µM],i,43,?,nt,-1.8%,1.1,-8%,0%,48*,51*,16%
Cc1ccnc(NS(=O)(=O)c2ccc(NS(=O)(=O)c3ccc([N+](=O)[O-])cc3)cc2)n1,0.3%,i,20,i,0.7,1.0%,nt,3%,5%,0.4,52,13%
COc1ccc(CCNC(=O)COC(=O)/C=C/c2ccc(OCC#N)c(OC)c2)cc1,-0.3%,i,8,i,0.2,3.0%,1.1,-7%,-5%,1.1,60,11%
COc1ccc(CN(Cc2ccccn2)C(=O)CN2C(=O)COc3ccccc32)cc1,6.9%,i,27,i,3.6,-1.2%,1.1,-6%,-3%,-0.3,67,25%
N/C(COc1cccc(Cl)c1)=N\NS(=O)(=O)c1ccccc1,-0.7%,i,2,i,1.2,1.9%,1.1,-7%,-6%,-1.3,92,-3%
Cc1ccc(C)c(S(=O)(=O)C(C#N)c2nc3ccccc3nc2N2CCOCC2)c1 (centres undefined),0.1%,i,31,i,1.6,6.0%,1.1,-7%,4%,-1.0,54,9%
COc1ccc(C)cc1NC(=O)CN1c2cccc3cccc(c23)S1(=O)=O,0.1%[50 µM],i,42,i,1.6,0.9%,nt,nt,3%,0.9,53,nt
COc1ccc(NC(=O)CSCCc2ccccn2)cc1OC,0.4%,i,37,i,0.8,-0.1%,1.1,-1%,9%,1.5,68,12%
Cc1ccc(NC(=O)CCCCCNS(=O)(=O)c2ccc(C)cc2)cc1,6.8%,i,72,i,0.3,0.7%,1.1,-9%,11%,-0.8,58,10%
O=c1c2ccccc2[nH]c(=S)n1Cc1ccccc1,-0.2%,i,59,i,0.2,0.0%,nt,-3%,12%,1.9,48,6%
CCN1CCCc2cc(CN(CCN3CCOCC3)C(=S)Nc3cccc(C)c3)ccc21,0.2%,i,20,i,0.5,-1.3%,1,-6%,3%,1.1,50,16%
COC(=O)/C=C/c1ccccc1CN1[C@@H](CC(=O)OC)c2ccccc2S1(=O)=O,0.8%,i,27,i,2.1,0.0%,nt,nt,0%,0.7,57,nt
N#Cc1nc(-c2ccco2)oc1NCc1ccc(F)cc1,1.4%,i,19,i,0.9,-1.5%,1.1,-5%,17%,-0.2,40,12%
COc1ccc(S(=O)(=O)N2CCCCC2)cc1NC(=O)Cn1cnc2c1c(=O)n(C)c(=O)n2C,0.6%,i,27,i,1.0,nt,nt,nt,1%,-1.1,67,nt
CCOC(=O)N1CCC(Nc2c(-c3ccc(C)c(C)c3)c(=O)c2=O)CC1,0.4%,i,62,i,0.6,4.8%,1,-10%,6%,-0.6,72,25%
CCOc1c(C)cnc2c1c(=O)n(CC(=O)NCC1CCCO1)c(=O)n2C (centres undefined),2.0%[50 µM],i,57,i,0.5,0.4%,nt,-7%,3%,-1.7,48,25%
CC(=O)c1cccc(N=Nc2c(C)[nH]c3ccccc23)c1,-3.0%,i,13,i,1.3,?,1,7%,5%,8.3,44,8%
CCOc1ccc(N=C(NC#N)SCC(=O)NC2CC2)cc1,-1.0%,i,44,i,5.4,0.8%,1.2,-12%,19%,1.6,45,7%
Nc1nc(Nc2cccc(Cl)c2)nc(NCCO)c1[N+](=O)[O-],-2.3%,i,36,i,0.7,nt,nt,-3%,7%,-3.3,65,5%
CCCN1CCN(CCCNC(=O)Cn2cc3c(n2)CCCC3)CC1,-2.1%,i,31,i,0.8,-0.1%,1.1,2%,0%,4.3,54,4%
CCn1c(=O)c2ccccc2n2c(SCC(=O)NCc3cccs3)nnc12,0.0%,i,19,i,7.2,0.6%,1.1,-8%,1%,0.6,52,14%
CCOC(=O)c1nn(-c2ccc([N+](=O)[O-])cc2)cc1O,0.1%,i,14,i,0.7,0.9%,nt,-5%,11%,-0.3,60,2%
Cc1[nH]c2ccccc2c1[C@H]1[C@@H](CC#N)C1(C)C,-0.1%,i,57,i,0.3,2.7%,1.2,7%,9%,-0.6,71,10%
CC(C)C(c1nnnn1C1CCCC1)N1CCc2ccccc21 (centres undefined),0.5%,i,25,i,1.1,2.9%,1.1,-5%,3%,-1.7,55,0%
N#Cc1cc2c(nc1SCC(=O)N1CCCCC1)CCCCC2,1.8%,i,32,i,1.0,5.1%,1,6%,7%,0.2,57,4%
CCCCC(=O)NC(=S)Nc1ccccc1N1CCCCC1,-0.3%,i,44,i,0.4,?,1.1,6%,7%,14,55,4%
COC(=O)c1cccc(NC(=O)c2ccc(OC)c(Cl)c2)c1,-0.2%,i,51,i,1.0,7.7%,1,-2%,1%,0.1,54,7%
CN(Cc1ccccc1)S(=O)(=O)c1ccc2[nH]c(=O)ccc2c1,-1.2%,i,17,i,1.2,0.9%,nt,nt,6%,-1.5,71,5%
O=S(=O)(Nc1ccc(F)cc1)c1ccc(NS(=O)(=O)c2cccs2)cc1,0.1%,i,19,i,3.7,1.7%,nt,1%,4%,4.9,42,8%
CC(C)(C)NC(=O)CCSc1nnc(-c2ccco2)o1,0.3%,i,24,i,0.7,-0.5%,1,3%,4%,-1.3,62,5%
Cc1ccc(S(=O)(=O)N2CCCCC2)cc1NC(=O)C1CC(=O)N(Cc2ccco2)C1 (centres undefined),0.0%[50 µM],i,21,i,0.8,1.4%,nt,nt,-1%,-0.2,49,nt
CCC12CN3CC(CC)(CN(C1)C3c1c(O)ccc3ccccc13)C2=O (centres undefined),0.5%,nt,nt,i,1.7,nt,1.1,1%,4%,nt,nt,2%
COc1ccc(/C=C/C(=O)NC(=S)NNC(=O)c2cccnc2)cc1,1.9%[50 µM],i,25,i,0.8,5.4%,1.2,-13%,3%,0.2,38,15%
Cc1ccccc1-c1nc(C#N)c(N2CCCCC2)o1,0.1%,i,39,i,0.9,3.6%,nt,nt,7%,-0.2,90,3%
COc1ccccc1C(=O)NNC(=O)c1ccncc1,0.3%,i,45,i,0.1,2.4%,1.1,-4%,4%,-1.7,38,1%
Cc1cc(C)cc(-n2c(C)c3c(C)nnc(C)c3c2C)c1,-0.5%[50 µM],i,10,i,1.2,5.0%,1,4%,7%,9.5,52,10%
CCc1nc(Nc2ccc(F)cc2)c2oc3ccccc3c2n1,-0.6%[50 µM],i,44,i,0.2,?,nt,-4%,10%,5.6,76,3%
Cc1ccc(S(=O)(=O)N2CCCOC2CNC(=O)C(=O)NC2CCCC2)cc1 (centres undefined),-0.1%,i,10,i,0.6,1.8%,nt,-6%,8%,-0.7,55,0%
Cc1ccc(NC(=O)CCC(=O)NNC(=O)c2ccco2)cc1C,1.2%,i,12,i,2.5,0.8%,1.1,9%,7%,2.7,63,7%
COc1ccc(S(=O)(=O)Oc2cccc(/C=N/N=C3/NC(=O)C(CC(=O)O)S3)c2)cc1 (centres undefined),3.6%,i,14,i,0.2,-0.8%,1.1,0%,9%,-0.9,59,-3%
CCOC(=O)N1CCN(CCC(=O)Nc2cccc(C)c2)CC1,0.0%,i,60,nt,nt,0.8%,nt,-6%,-5%,-0.7,57,9%
CCOC(=O)c1c(C)[nH]c(C(=O)NNC(=O)c2ccccc2F)c1C,-1.2%,i,32,i,0.9,nt,nt,nt,2%,-0.1,42,nt
O=C(O)c1ccc2noc(-c3ccccc3)c2c1,3.2%,i,54,i,0.8,-0.5%,1.1,-21%,7%,1.9,55,34%
Cc1cc(C(=O)Nc2c(F)cc(F)cc2Br)no1,2.0%,i,16,i,7.3,0.5%,1,0%,9%,-0.5,55,3%
S=c1nc(-c2ccccc2)n(CCCn2ccnc2)c2c1CCCC2,-1.8%,i,30,i,3.2,1.1%,0.9,-3%,14%,0.3,97,4%
O=C(CN1C(=O)NC2(CCCCCCC2)C1=O)NCc1ccccc1,0.5%[50 µM],i,57,i,1.1,nt,nt,nt,12%,1.5,69,nt
O=S(=O)(NC(=NC1CCCC1)C(F)(F)F)c1ccccc1,-0.2%,i,23,i,0.8,1.1%,1.1,-4%,-12%,0.7,53,6%
Cc1ccc(Cl)cc1N1CCN(c2cccc[n+]2C)CC1,0.1%[50 µM],i,16,?,nt,3.9%,1.1,2%,-9%,-0.5,75,?
C[C@]12c3[nH]c4ccccc4c3CCN1C(=O)C(CC(=O)NCc1cccc(C(F)(F)F)c1)C[C@@H]2C(=O)N1CCOCC1 (some centres undefined),-0.1%,i,6,i,0.2,nt,nt,nt,10%,2.7,41,nt
COc1ccc(OC)c(C2C(C(N)=O)=C(C)Nc3nc(CCCO)nn32)c1 (centres undefined),-0.7%,i,39,i,2.5,0.3%,1.1,9%,16%,1.4,51,0%
Cc1ccc(CSc2ncnc3c2cnn3-c2ccccc2)cc1,1.6%,i,51,i,0.4,5.7%,1,-8%,7%,2.2,36,7%
Cc1ccc(C)c(NC(=O)CSc2ccc(-c3cccs3)nn2)c1,2.5%[50 µM],i,43,i,1.0,1.7%,1.1,-9%,4%,5.8,30,8%
O=C(Nc1cccc(Br)c1)c1ccc(CN2CCc3ccccc3C2)cc1,0.1%,i,56,i,0.4,3.5%,nt,-3%,7%,7.4,45,7%
CC1Cc2nc(SCC(=O)Nc3nc4ccccc4s3)n(C)c(=O)c2S1 (centres undefined),-0.7%,i,37,i,3.9,0.5%,1.1,7%,2%,-0.4,95,9%
CCOc1cc(C)c(S(=O)(=O)N2CCCC2)cc1C,0.0%,i,26,i,0.6,1.9%,1.1,2%,1%,-0.9,91,0%

# Random excerpt: 2 compounds from above, in no set order.
SMILES,K1F lysis inhibition,T cell HTS,T cell HTS vesicle-bound %,Myeloid diff MLP,Myeloid diff MLP GFP+ MAC1+ %,RSV antiviral HEp-2,TNAP activators,PhoP inhibition,Rac1 GTP hydrolysis,NTR1 ag,NTR1 ag cell count 20 µM,Large T inhibition
COc1ccc(OC)c(C2C(C(N)=O)=C(C)Nc3nc(CCCO)nn32)c1 (centres undefined),-0.7%,i,39,i,2.5,0.3%,1.1,9%,16%,1.4,51,0%
CCOC(=O)c1c(C)[nH]c(C(=O)NNC(=O)c2ccccc2F)c1C,-1.2%,i,32,i,0.9,nt,nt,nt,2%,-0.1,42,nt

# Assay outcomes (PubChem BioAssay)
